Assay outcomes deposited in PubChem by National Center for Advancing Translational Sciences (NCATS).
TRHR agonist = qHTS for Small Molecule Agonists and Allosteric Enhancers of Human TRH Receptor: Primary Screen for Agonists; AID 493084, 2011; 360,000 tested, 0.18% active; activation, % at 2 µM; TRHR cells, calcium flux fluo-8, FDSS agonist mode; in the data active means activation above about 30%; further: 0% is about no effect
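Agonist-mode FDSS calcium read (Ex 480/Em 530, 1 s cycles) in 1536-well TRHR cells with fluo-8 dye, after 10-cycle baseline and 23 nL compound addition; TRH at EC20 (10 nM final) added afterwards for the enhancer phase.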
TrxR1 substrate = qHTS Assay for Substrates of Mammalian Selenoprotein Thioredoxin Reductase 1 (TrxR1): qHTS; Thioredoxin reductase 1, cytoplasmic (Rattus norvegicus), O89049; purified TrxR1 substrate turnover, NADPH consumption readout; Potency, µM (titrated, usually from 114 µM), without a hit: top-dose activity change, negative = substrate turnover; 390,000 tested, 0.01% active; AID 588456, 2011; further: potency means the concentration at half of the fitted maximal effect; on the % scale 0 is the no-effect control and ±100 the full control effect; nearly all actives have a fitted effect of over 50% in size
Target sequence (O89049 whole entry, looked up): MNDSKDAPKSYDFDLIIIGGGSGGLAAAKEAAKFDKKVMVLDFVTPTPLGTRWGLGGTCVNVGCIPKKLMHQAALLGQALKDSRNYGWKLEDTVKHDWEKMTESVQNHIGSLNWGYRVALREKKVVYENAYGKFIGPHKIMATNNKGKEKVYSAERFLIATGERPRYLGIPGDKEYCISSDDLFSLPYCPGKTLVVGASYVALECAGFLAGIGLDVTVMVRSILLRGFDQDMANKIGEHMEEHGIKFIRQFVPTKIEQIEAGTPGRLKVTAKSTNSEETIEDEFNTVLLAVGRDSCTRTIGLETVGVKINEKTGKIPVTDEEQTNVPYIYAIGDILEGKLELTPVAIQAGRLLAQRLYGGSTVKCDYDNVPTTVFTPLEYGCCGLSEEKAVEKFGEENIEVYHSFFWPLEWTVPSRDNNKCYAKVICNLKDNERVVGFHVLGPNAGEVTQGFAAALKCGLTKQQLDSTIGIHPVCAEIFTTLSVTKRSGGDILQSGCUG
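Rat TrxR1, dispensed at 90 nM, was prereduced with 400 uM NADPH (final) for 5 min at ~22 deg C, then incubated with compound 15 min before 400 uM selenite. A first-read NADPH fluorescence drop versus no-compound background flagged substrates.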
USP1 inh = Inhibitors of USP1/UAF1: Primary Screen; Ubiquitin carboxyl-terminal hydrolase 1 (Homo sapiens), O94782; recombinant USP1/UAF1, Ub-Rhodamine cleavage fluorescence; Potency, µM (top dose mostly 57.1 µM), without a hit: at the highest dose activity change, negative = inhibition, usual class: inhibitors; 390,000 tested, 0.23% active; AID 743255, 2014; further: potency means the concentration at half of the fitted maximal effect; on the % scale 0 is the no-effect control and ±100 the full control effect; nearly all actives have a fitted effect of over 60% in size; inactives centre near -12
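Step one: compound is pinned into 1nM USP1/UAF1 in HEPES pH 7.8 buffer with TCEP. Step two: 15 min room-temperature incubation. Step three: Ub-Rho (150nM final) starts cleavage, tracked by fluorescence over six one-minute reads.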
rTrxR1 inhibitor = qHTS Assay for Inhibitors of Mammalian Selenoprotein Thioredoxin Reductase 1 (TrxR1): qHTS; Thioredoxin reductase 1, cytoplasmic (Rattus norvegicus), O89049; 390,000 tested, 1% active; AID 588453, 2011; Potency, µM (doses to about 114 µM), inactives show top-dose activity change, negative = inhibition, actives largely listed as inhibitors; recombinant rTrxR1, NADPH fluorescence consumption, selenite substrate; further: potency means the concentration at half of the fitted maximal effect; on the % scale 0 is the no-effect control and ±100 the full control effect; nearly all actives have a fitted effect of over 65% in size
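Rat TrxR1 (90 nM in the dispensed reagent) was pre-reduced with 400 uM NADPH for 5 min at room temperature, then incubated with compound for 15 min. After 400 uM selenite was added, NADPH fluorescence (Ex 340/Em 450 nm) was followed for 8 min.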
D2 antag = HTS Assay for Allosteric Antagonists of the Human D2 Dopamine Receptor: Primary Screen for Antagonists | inhibition, % at 10 µM | 340,000 tested, 2% active | AID 485344, 2010 | D(2) dopamine receptor (Homo sapiens), P14416 | HEK293 TREx D2 cells, calcium flux, dopamine EC80; in the data active means inhibition above about 30%; further: 0% is about no effect
Target sequence (P14416 whole entry, looked up): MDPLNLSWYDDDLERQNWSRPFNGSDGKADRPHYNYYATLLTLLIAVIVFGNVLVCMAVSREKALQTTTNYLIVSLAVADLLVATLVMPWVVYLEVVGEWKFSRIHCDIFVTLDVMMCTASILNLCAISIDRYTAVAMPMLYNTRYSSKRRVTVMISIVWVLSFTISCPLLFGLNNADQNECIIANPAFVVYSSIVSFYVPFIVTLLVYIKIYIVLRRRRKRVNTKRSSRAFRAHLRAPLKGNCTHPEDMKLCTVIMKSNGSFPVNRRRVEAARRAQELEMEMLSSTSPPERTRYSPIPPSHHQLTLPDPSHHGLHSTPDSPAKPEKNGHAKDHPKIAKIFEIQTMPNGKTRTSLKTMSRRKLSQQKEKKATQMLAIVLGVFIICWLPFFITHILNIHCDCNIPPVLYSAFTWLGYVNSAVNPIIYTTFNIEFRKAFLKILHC
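Antagonism is scored as inhibition of an EC80 dopamine-evoked calcium signal in a force-coupled, tetracycline-inducible HEK293 T-REx D2 line, with compound present 180 s before agonist.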
D2 agonist = HTS Assay for Allosteric Agonists of the Human D2 Dopamine Receptor: Primary Screen for Agonists | D(2) dopamine receptor (Homo sapiens), P14416 | HEK293 T-REx D2 cells, calcium flux agonist mode | activation, % at 2 µM | 340,000 tested, 0.53% active;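 active means activation over 3 SD above normal in the single-dose calcium agonist read, cut at about 30% in these data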; further: 0% is about no effect
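Agonism scored from kinetic calcium signal (1 read/sec, 180 s) following compound pin transfer, after a 10 s baseline. Cells: HEK293 Trex line expressing inducible D2 receptor coupled to calcium, dye-loaded after overnight culture at 30 C.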
Pin1 inh = qHTS Assay to Find Inhibitors of Pin1; Peptidyl-prolyl cis-trans isomerase NIMA-interacting 1 (Homo sapiens), Q13526; Pin1 FP peptide displacement, HiFluor488, 10 min; Potency, µM (highest dose often 115 µM), for the others: top-dose activity, negative = inhibition, usual class: inhibitors; 390,000 tested, 0.009% active; active means well fitted inhibition curve with a large enough effect in the polarisation, with a control signal flat, not every such curve was filed as active; inconclusive means small, poorly fitted or top-dose-only effect, or effect the other way, or a change in a side signal; inactive means no such curve, though single readings can be large or run the other way; the % refers to the polarisation; further: potency means the concentration at half of the fitted maximal effect; on the % scale 0 is the no-effect control and ±100 the full control effect
Target sequence (Q13526 whole entry, looked up): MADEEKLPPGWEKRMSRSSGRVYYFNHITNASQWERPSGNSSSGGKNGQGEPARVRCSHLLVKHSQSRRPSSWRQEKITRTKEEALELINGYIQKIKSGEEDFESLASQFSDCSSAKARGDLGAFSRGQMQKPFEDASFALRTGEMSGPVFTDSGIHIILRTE
TRHR PAM = qHTS for Small Molecule Agonists and Allosteric Enhancers of Human TRH Receptor: Primary Screen for Enhancers | 360,000 tested, 0.66% active | TRHR cells, fluo-8 calcium fluorescence, EC20 TRH enhancement | AID 493056, 2011 | enhancement, % at 2 µM; in the data active means enhancement above about 30%; further: 0% is about no effect
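Enhancer read-out: after compound pinning and an initial kinetic agonist-mode read, an EC20 of TRH (10 nM final) was injected and fluo-8 calcium signal (Ex 480/Em 530) followed at 1 s/cycle for 100 cycles in TRHR-expressing cells.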
IDH1 R132H inh = qHTS for Inhibitors of mutant isocitrate dehydrogenase 1 (IDH1): qHTS | IDH1-R132H enzyme, NADPH consumption, diaphorase/resazurin fluorescence | Potency, µM (titrated, usually from 76.6 µM), inactives show at the top dose activity change, negative = inhibition, most hits filed as inhibitors | 390,000 tested, 0.093% active | AID 602179, 2012; further: potency means the concentration at half of the fitted maximal effect; on the % scale 0 is the no-effect control and ±100 the full control effect; nearly all actives have a fitted effect of over 65% in size
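IDH1-R132H (0.5 ug/mL) preincubated 30 min with compound, then NADPH (0.016 mM) and alpha-KG (2 mM) added; 80 min at RT, pH 7.5. Remaining NADPH coupled via diaphorase/resazurin to fluorescence (540/590 nm); concentration-response curves normalized to no-enzyme control.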
* hit, by the source's call; ? = inconclusive; . = no result given; [ ] = remark or other dose. Unless noted, the call rests on the fitted dose curve; in most records, active means well fitted inhibition curve with a large enough effect; inconclusive means small, poorly fitted or top-dose-only effect; inactive means no such curve, though single readings can be large or run the other way.

| structure | TRHR agonist | TrxR1 substrate | USP1 inh | rTrxR1 inhibitor | D2 antag | D2 agonist | Pin1 inh | TRHR PAM | IDH1 R132H inh |
| --- | --- | --- | --- | --- | --- | --- | --- | --- | --- |
| COc1ccc(/C(N)=N/OC(=O)c2cccs2)cc1 | 0.5 | -9% | -20% | 2% | 2 | 1.2 | -11% | -3 | 2% |
| COc1ccc(C2CC(c3ccc(Br)cc3)=NN2C(=O)c2cccnc2)cc1 (centres undefined) | 0.0 | -3% | -19% | -5% | 11 | 3.7 | 25% | 1 | 0% |
| C=CCC(NCc1ccco1)c1ccc(OC)c(OC)c1 (centres undefined) | 1.0 | -3% | -10% | -2% | 0 | -0.2 | -13% | -2 | 13% |
| O=C(CN1CCOc2ccccc21)NCc1ccc(Cl)cc1 | -0.6 | 11%[57.1 µM] | -18% | 19%[57.1 µM] | 19 | 0.3 | -4% | -7 | -4% |
| CC(=O)Nc1ccc(NC(=O)c2cccc3c2-c2ccccc2C3=O)cc1 | 0.7 | -3% | -13% | 7% | -10 | 0.3 | 14% | 12 | -5% |
| Cc1ccc(NC(=O)C2CCCN(c3ncnc4c3nc3n4CCCCC3)C2)nc1 (centres undefined) | -0.9 | -4% | -12% | -12% | -6 | -0.9 | 1% | 4 | 0% |
| CCOC(=O)C1=C(c2ccccc2)NC(N)=NC1c1ccc(OCc2ccc(Cl)cc2)c(OC)c1 (centres undefined) | 0.0 | -5% | -30% | 6% | -3 | 0.5 | 39%[activator] | 2 | -6% |
| CCOC(=O)N1CCN(Cc2nc3cc(NC(=O)c4ccccc4Cl)ccc3n2C(C)C)CC1 | -0.8 | -2% | ? | 2% | . | -2.2 | -2% | -3 | 12% |
| O=C1OC(N2CCN(Cc3ccccc3)CC2)c2ccccc21 (centres undefined) | . | -3% | -3% | ? | . | . | ? | . | 0% |
| CCn1nc(C)c(CN2CCCC(CO)(Cc3ccccc3)C2)c1C (centres undefined) | -0.7 | 0%[57.1 µM] | -21% | 13%[57.1 µM] | 27 | 0.5 | -12% | 3 | 4% |
| CCN1CCCC1CNC(=O)c1ccc2c(c1)NC(=O)/C(=C\c1ccc(C)cc1)S2 (centres undefined) | 0.1 | 0% | -28% | 12% | -4 | 0.0 | ? | -9 | -1% |
| C1CSC2(N1)C1CC3CC(C1)CC2C3 (centres undefined) | 0.1 | 11%[57.1 µM] | -8% | 39%[activator][57.1 µM] | 10 | 1.1 | -11% | 20 | 1% |
| O=C(Nc1cc2c(oc1=O)CCCC2=O)c1ccccc1 | -0.1 | -9% | -20% | -16% | -5 | -0.4 | -2% | 0 | 12% |
| O=C1N=c2ccccc2=C1c1[nH]c(=S)[nH]c1O | 0.7 | -4% | -23% | -4% | -30 | -0.5 | 1% | 6 | 8% |
| COc1ccc(NCc2nnc(SCc3ccc(Cl)cc3)n2-c2ccccc2)cc1 | -0.2 | -17% | -20% | -18% | -12 | -1.3 | 9% | -6 | -12% |
| Cc1cc(C)cc(NC(=O)CSc2nnc(-c3ccccc3Br)o2)c1 | -0.3 | -6% | -4% | 8% | 6 | 0.2 | 2% | -10 | 2% |
| O=C(CCn1nnc2ccccc2c1=O)NCC1CCC(C(=O)O)CC1 (centres undefined) | 0.1 | -2% | 1% | 10% | 3 | 0.5 | 1% | 1 | 0% |
| CN(c1ccccc1)S(=O)(=O)c1cccc(NC(=O)CN2CCc3ccccc3C2)c1 | 3.8 | 4%[57.1 µM] | -20% | 29%[57.1 µM] | 33* | 28 | 32%[activator] | -3 | -1% |
| O=C(N/C(=C/c1ccc(Cl)cc1)c1nc2ccccc2[nH]1)c1ccco1 | -0.6 | 26% | 0% | 6% | -19 | 0.6 | -1% | -2 | 0% |
| O=C(Nc1cccc2nsnc12)c1ccc2c(c1)OCCO2 | -0.4 | 6% | -1% | 4% | 2 | 0.3 | 19% | -7 | 2% |
| O=C(O)/C=C/c1cccc(OCc2ccccc2)c1 | 0.2 | 2%[57.1 µM] | -11% | 0%[57.1 µM] | 8 | -0.5 | -5% | 13 | 5% |
| CC1CN(Cc2nc3c(c(=O)[nH]c(=O)n3C)n2CCN2CCOCC2)CC(C)O1 (centres undefined) | 0.7 | -2% | 3% | 1% | -10 | -0.3 | -3% | -2 | 1% |
| O=C(Nc1ccccc1)N1CC=C(c2ccc(F)cc2)CC1 | -2.4 | 7%[57.1 µM] | -10% | -4%[57.1 µM] | 2 | -0.7 | 0% | 2 | -1% |
| CC(=O)Cn1ncc(N2CCOCC2)c(Br)c1=O | -0.2 | -5% | -4% | 7% | -8 | 0.3 | 1% | 3 | -3% |
| CC(=O)Nc1ccc(NC(=O)c2ccco2)cc1 | 0.7 | 2% | 3% | 3% | 21 | 0.2 | -4% | 3 | 0% |
| CC(=O)Nc1ccc(S(=O)(=O)N2CC3(C)CC2CC(C)(C)C3)cc1 (centres undefined) | -0.3 | 2%[57.1 µM] | -9% | 4%[57.1 µM] | -5 | 4.8 | -9% | 2 | 0% |
| c1ccc2nc(N3CCOCC3)c(N3CCCC3)nc2c1 | . | -9% | -14% | 11%[57.1 µM] | . | . | -3% | . | 7% |
| CCOc1cc(C=O)ccc1OCC(N)=O | 0.8 | 1% | -20% | 16% | -10 | -0.4 | 3% | 3 | 0% |
| CC(C)c1ncc(C(O)c2ccccc2)n1C (centres undefined) | -0.3 | 4%[57.1 µM] | 5% | 4%[57.1 µM] | -5 | 0.8 | 1% | -7 | 2% |
| CCOc1cc2sc(N3CCC(C(=O)Nc4cc(C)cc(C)c4)CC3)nc2cc1Br | -0.5 | -1% | -6% | 17% | . | -0.4 | -13% | 13 | 11% |

Records listed above printed as active in D2 antag:
| Structure | TRHR agonist | TrxR1 substrate | USP1 inh | rTrxR1 inhibitor | D2 antag | Pin1 inh | TRHR PAM |
| --- | --- | --- | --- | --- | --- | --- | --- |
| CN(c1ccccc1)S(=O)(=O)c1cccc(NC(=O)CN2CCc3ccccc3C2)c1 | 3.8 | 4%[57.1 µM] | -20% | 29%[57.1 µM] | 33* | 32%[activator] | -3 |

More compounds
| structure | TRHR agonist | TrxR1 substrate | USP1 inh | rTrxR1 inhibitor | D2 antag | D2 agonist | Pin1 inh | TRHR PAM | IDH1 R132H inh |
| --- | --- | --- | --- | --- | --- | --- | --- | --- | --- |
| O=C(NC1CCCCC1)C1CCN(C(=O)NCc2ccccc2)CC1 | -0.3 | -12% | -4% | -14% | . | . | -12% | 2 | -1% |
| CCOC(=O)C(=O)c1cn(C2OCC(OC(C)=O)C(OC(C)=O)C2OC(C)=O)c2ccccc12 (centres undefined) | -1.4 | -1%[57.1 µM] | 7% | -13%[57.1 µM] | -5 | 1.0 | -5% | 12 | -1% |
| COc1ccc(-c2nc3ncccc3o2)cc1NC(=O)c1ccco1 | 0.5 | 14% | -21% | 19% | 19 | 0.5 | 55%[activator] | 11 | 0% |
| O=C(Nc1csc([N+](=O)[O-])c1)Nc1c(Cl)cccc1Cl | 0.0 | -1% | -10% | 19% | -4 | -0.1 | 0% | 0 | 1% |
| CC(C)n1nccc1NS(=O)(=O)c1ccccc1 | -0.9 | -7% | -11% | -5% | -4 | 0.5 | 1% | 2 | -10% |
| Cn1c(=O)c2c(nc(N3CCOCC3)n2Cc2ccc(Br)cc2)n(C)c1=O | -0.3 | 3% | -11% | 17% | . | 5.2 | 0% | 0 | -9% |
| O=C(O)c1ccc(/C=N/NC(=O)c2ccc(F)cc2)cc1 | -0.1 | -12% | -13% | -5% | -18 | -0.6 | 4% | -1 | -9% |
| CC(C)c1onc(C(=O)N2CCN(C(c3ccccc3)c3ccccc3)CC2)c1[N+](=O)[O-] | 0.1 | -7% | -5% | 14% | -9 | -0.2 | 1% | 3 | -11% |
| Cc1cccc(-n2c(=O)c3c(n4cnnc24)-c2ccccc2CC32CCCCC2)c1 | 0.7 | -2% | -10% | -1%[57.1 µM] | 31* | 0.3 | -2% | -12 | 2% |

Five entries drawn at random from the list so far:
| structure | TRHR agonist | TrxR1 substrate | USP1 inh | rTrxR1 inhibitor | D2 antag | D2 agonist | Pin1 inh | TRHR PAM | IDH1 R132H inh |
| --- | --- | --- | --- | --- | --- | --- | --- | --- | --- |
| COc1ccc(-c2nc3ncccc3o2)cc1NC(=O)c1ccco1 | 0.5 | 14% | -21% | 19% | 19 | 0.5 | 55%[activator] | 11 | 0% |
| Cc1cccc(-n2c(=O)c3c(n4cnnc24)-c2ccccc2CC32CCCCC2)c1 | 0.7 | -2% | -10% | -1%[57.1 µM] | 31* | 0.3 | -2% | -12 | 2% |
| CC(C)c1onc(C(=O)N2CCN(C(c3ccccc3)c3ccccc3)CC2)c1[N+](=O)[O-] | 0.1 | -7% | -5% | 14% | -9 | -0.2 | 1% | 3 | -11% |
| CCOC(=O)C(=O)c1cn(C2OCC(OC(C)=O)C(OC(C)=O)C2OC(C)=O)c2ccccc12 (centres undefined) | -1.4 | -1%[57.1 µM] | 7% | -13%[57.1 µM] | -5 | 1.0 | -5% | 12 | -1% |
| Cn1c(=O)c2c(nc(N3CCOCC3)n2Cc2ccc(Br)cc2)n(C)c1=O | -0.3 | 3% | -11% | 17% | . | 5.2 | 0% | 0 | -9% |

This is a subset; rates above refer to the full screens.
